CYP2C9 act = human CYP2C9 activators, primary screen, biochemical, luminescence; Cytochrome P450 2C9 (Homo sapiens), P11712; hit rate 1.4% among 96,000; activation factor at 5 µM; recombinant CYP2C9, luciferin-H conversion; active compounds read high; factor 1 = untreated enzyme, 0 = blocked;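 active = activation factor of 2 or more for CYP2C9 at a 5 µM dose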;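 note: 0 = sulfaphenazole-blocked wells and 1 = vehicle-only wells; values of inactives mirror those of a sister screen read the other way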
Target sequence (P11712 whole entry, looked up): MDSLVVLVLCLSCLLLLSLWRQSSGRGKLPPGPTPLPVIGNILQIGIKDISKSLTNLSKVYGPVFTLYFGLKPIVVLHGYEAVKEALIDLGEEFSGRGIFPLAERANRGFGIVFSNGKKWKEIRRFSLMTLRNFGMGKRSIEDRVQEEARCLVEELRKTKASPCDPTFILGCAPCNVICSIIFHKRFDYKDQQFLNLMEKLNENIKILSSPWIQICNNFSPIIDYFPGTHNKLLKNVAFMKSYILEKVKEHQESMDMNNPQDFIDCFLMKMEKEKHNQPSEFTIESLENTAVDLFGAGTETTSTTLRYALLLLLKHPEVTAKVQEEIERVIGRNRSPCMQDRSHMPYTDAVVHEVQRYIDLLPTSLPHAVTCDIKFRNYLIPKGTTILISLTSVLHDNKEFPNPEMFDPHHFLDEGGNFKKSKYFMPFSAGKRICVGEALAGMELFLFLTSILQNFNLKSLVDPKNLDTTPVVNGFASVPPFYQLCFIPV
CYP2C9 inhib = blockers of cytochrome P450 2C9 activity – biochemical, luminescence, ADME assay, primary screen; P11712; CYP2C9 Supersomes, luciferin-H conversion; inhibition, % at 5 µM; hit rate 20% among 96,000; AID 777, 2007;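 active = blocking of liver enzyme CYP2C9 beyond about 50% at 5 µM, limit read from the data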; note: values of inactives mirror those of a sister screen read the other way
VCAM1 TNFa inh = inhibitors of TNFa-induced VCAM1 expression, primary screen, imaging, HUVEC, TNFa stimulus, immunofluorescence | HUVEC TNFa-induced VCAM-1 immunofluorescence, high-content imaging | inhibition, % at 2 µM | hit rate 0.48% among 95,000 | AID 802, 2007;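 active = inhibition above the batch mean plus 3 SD, with images confirmed as a hit by eye, cut at about 37% in these data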;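 note: 0% = TNF-stimulated DMSO wells and 100% = unstimulated control wells; not every result past the cut was called active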
hDAT+cocaine = changed hDAT dopamine uptake under cocaine IC80, either direction, primary screen, cocaine antagonist project, cell-based, LLC-PK1 hDAT, [14C]-dopamine uptake, MLSMR. Sodium-dependent dopamine transporter (Homo sapiens), Q01959. LLC-PK1 hDAT cells, [14C]-dopamine uptake with cocaine IC80; actives deviate in either direction. B-score at 10 µM. hit rate 1.3% among 110,000;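 active = Z score or B-score, a plate-position-corrected score, falls beyond the plate's 99.7% confidence bounds, in either direction; inactive = both scores lie inside the 99.7% bounds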;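 note: scored against the spread of the other compound wells on the same plate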
CYP2C19 inh = blockers of cytochrome P450 2C19 activity – biochemical, luminescence, ADME assay, primary screen; P33261; CYP2C19 Supersomes, luciferin-H EGE luminescence, 30 min; inhibition, % at 5 µM; hit rate 21% among 96,000; AID 778, 2007;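 active = CYP2C19 inhibition above a set limit at 5 µM in the primary screen, cut at about 50% in these data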;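 note: plate controls were negative control wells for no effect and 2.5 mM tranylcypromine positive control for full effect; values of inactives mirror those of a sister screen read the other way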
Target sequence (P33261 whole entry, looked up): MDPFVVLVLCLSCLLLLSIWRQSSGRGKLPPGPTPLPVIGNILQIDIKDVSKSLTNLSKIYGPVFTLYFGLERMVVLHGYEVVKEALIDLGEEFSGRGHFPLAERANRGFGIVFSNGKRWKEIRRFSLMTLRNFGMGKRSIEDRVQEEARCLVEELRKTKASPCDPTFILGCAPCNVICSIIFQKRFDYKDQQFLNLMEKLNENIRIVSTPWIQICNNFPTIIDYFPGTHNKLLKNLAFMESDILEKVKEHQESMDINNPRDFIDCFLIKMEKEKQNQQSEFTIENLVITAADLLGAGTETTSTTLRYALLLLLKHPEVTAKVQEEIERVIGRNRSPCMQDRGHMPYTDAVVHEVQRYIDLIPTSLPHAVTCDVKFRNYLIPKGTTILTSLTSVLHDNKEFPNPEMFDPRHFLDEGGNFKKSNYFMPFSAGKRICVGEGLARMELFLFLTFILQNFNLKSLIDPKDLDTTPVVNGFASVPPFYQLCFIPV
CYP2C19 act = human CYP2C19 activators, primary screen, biochemical, luminescence. 96,000 tested, under 10 active. activation factor at 5 µM. Cytochrome P450 2C19 (Homo sapiens), P33261. recombinant CYP2C19, luciferin-H EGE luminescence; active compounds read high; 0 = fully inhibited enzyme, 1 = untreated enzyme. AID 1025, 2008;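 active = activation factor of at least 2 at 5 µM in the primary screen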;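 note: 0 = wells with 2.5 mM tranylcypromine and 1 = vehicle-only wells; values of inactives mirror those of a sister screen read the other way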
Calb biofilm kill = clotrimazole potentiators killing Candida biofilms, primary screen, with clotrimazole, Alamar Blue; hit rate 0.14% among 85,000; inhibition, % at 6 µM; C. albicans biofilm + clotrimazole;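 active = inhibition above 20%; inactive = inhibition below 20%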;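 note: preformed 24 hr biofilms exposed to compound for 48 hr; 0% = biofilm without compound and 100% = blank killed by clotrimazole plus chlorhexidine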
IL1B cytotox = cytotoxicity in IL-1B stimulated HUVEC, primary screen, cytotoxicity control for IL-1B NFkB translocation project, imaging, Hoechst nuclear count, IL-1B stimulus; cell count reduction, % at 2 µM; AID 845, 2007; HUVEC cell count loss; hit rate 0.41% among 94,000;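 active = cell count reduction more than 3 SD above the screen-wide mean, cut at about 70% in these data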;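 note: normalized per plate to untreated control cells as the no-loss baseline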
HUVEC tox TNFa = cytotoxicity in TNFa-stimulated HUVEC, primary screen, cytotoxicity control for VCAM1 expression modulator project, imaging, Hoechst nuclei count; HUVEC TNFalpha-stimulated, Hoechst cell count; cell count reduction, % at 2 µM; hit rate 0.17% among 93,000; AID 848, 2007;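 active = cell count reduction exceeding the screen mean by over 5 SD, scaled to untreated wells per plate, cut at about 78% in these data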;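 note: cells counted after 24 h of TNF alpha exposure following the 1 h pretreatment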
* = called active by the depositor.

What do the screens show for `CCCNC(=O)NC(=O)COc1c(F)c(F)cc(F)c1F`?
CYP2C9 act: 0.8; CYP2C9 inhib: 17.3; VCAM1 TNFa inh: 13.4; hDAT+cocaine: 0.217; CYP2C19 inh: 22.7; CYP2C19 act: 0.8; Calb biofilm kill: 3.0; IL1B cytotox: -12.5; HUVEC tox TNFa: -11.0

Results for Cn1c(=O)c2c(nc(N3CCCCCC3)n2CC(O)COc2ccc(Cl)cc2)n(C)c1=O (stereo unspecified) ?
CYP2C9 act: 0.8; CYP2C9 inhib: 20.0; VCAM1 TNFa inh: -7.5; hDAT+cocaine: -0.191; CYP2C19 inh: 10.7; CYP2C19 act: 0.9; Calb biofilm kill: 5.0; IL1B cytotox: 34.5; HUVEC tox TNFa: 2.5

What do the screens show for `C=CCOC(=O)C1=C(C)NC(SCC(=O)Nc2nccs2)=C(C#N)C1c1cccs1` (stereo unspecified)?
CYP2C9 act: 0.8; CYP2C9 inhib: 16.2; VCAM1 TNFa inh: -1.2; hDAT+cocaine: 0.147; CYP2C19 inh: 17.0; CYP2C19 act: 0.8; Calb biofilm kill: 14.4; IL1B cytotox: -3.7; HUVEC tox TNFa: 10.1

How did COC(=O)Nc1sc2nc(C)cc(C)c2c1-n1cccc1 do in these assays?
CYP2C9 act: 0.4; CYP2C9 inhib: 55.1*; VCAM1 TNFa inh: 8.2; hDAT+cocaine: 1.61; CYP2C19 inh: 19.5; CYP2C19 act: 0.8; IL1B cytotox: -9.7; HUVEC tox TNFa: -30.6

How did O=C1C2C3C=CC(C3)C2C(=O)N1c1ccccc1 (stereo unspecified) do in these assays?
CYP2C9 act: 1.2; CYP2C9 inhib: -15.9; VCAM1 TNFa inh: 7.5; hDAT+cocaine: 0.141; CYP2C19 inh: 2.8; CYP2C19 act: 1; Calb biofilm kill: 3.7; IL1B cytotox: -4.5; HUVEC tox TNFa: -1.3

Results for CCn1cnc2scc(-c3ccccc3)c2c1=O ?
CYP2C9 act: 1; CYP2C9 inhib: -3.3; VCAM1 TNFa inh: -8.7; hDAT+cocaine: 0.75; CYP2C19 inh: 7.3; CYP2C19 act: 0.9; Calb biofilm kill: -1.5; IL1B cytotox: -1.2; HUVEC tox TNFa: -10.1

What do the screens show for `CC(NC(=O)c1ccccc1)C(=O)NC1=NCCS1` (stereo unspecified)?
CYP2C9 act: 1; CYP2C9 inhib: 3.1; VCAM1 TNFa inh: 5.6; hDAT+cocaine: 0.407; CYP2C19 inh: 21.4; CYP2C19 act: 0.8; Calb biofilm kill: -4.1; IL1B cytotox: -6.8; HUVEC tox TNFa: -11.2

What do the screens show for `CCOC(=O)c1[nH]c2ccc(OCC)cc2c1NC(=O)CN1CCN(c2ccccn2)CC1`?
CYP2C9 act: 0.9; CYP2C9 inhib: 5.3; VCAM1 TNFa inh: -2.4; hDAT+cocaine: -0.88; CYP2C19 inh: 11.7; CYP2C19 act: 0.9; Calb biofilm kill: 4.0; IL1B cytotox: 4.1; HUVEC tox TNFa: -9.1

What do the screens show for `CCOC(=O)CC1=C(C#N)C(c2cccnc2)C(C(=O)OCC)=C(N)O1` (stereo unspecified)?
CYP2C9 act: 0.2; CYP2C9 inhib: 75.1*; hDAT+cocaine: 0.383; CYP2C19 inh: 73.2*; CYP2C19 act: 0.3; Calb biofilm kill: -1.4

How did COc1ccc(C2C(C(=O)N3CCN(c4ccccn4)CC3)CC(=O)N2c2ccc(OC)cc2)cc1 (stereo unspecified) do in these assays?
VCAM1 TNFa inh: 30.2; hDAT+cocaine: 0.0802; Calb biofilm kill: 1.9; IL1B cytotox: -11.7; HUVEC tox TNFa: -10.2

Results for CCOC(=O)Cn1c(=O)oc2cc(S(=O)(=O)N3CCCc4ccccc43)ccc21 ?
CYP2C9 act: 0.2; CYP2C9 inhib: 77.3*; VCAM1 TNFa inh: -1.8; hDAT+cocaine: 0.392; CYP2C19 inh: 77.2*; CYP2C19 act: 0.2; Calb biofilm kill: 3.5; IL1B cytotox: -16.7; HUVEC tox TNFa: -6.3

What do the screens show for `CCOC(=O)c1ccc(-c2ccc(C(=O)Nc3cccnc3)o2)cc1`?
CYP2C9 act: 0.9; CYP2C9 inhib: 14.6; VCAM1 TNFa inh: -6.3; hDAT+cocaine: 0.378; CYP2C19 inh: 14.1; CYP2C19 act: 0.9; Calb biofilm kill: -1.8; IL1B cytotox: -4.0; HUVEC tox TNFa: -53.1

Results for S=C(c1ccc(-c2ccc(Cl)c(Cl)c2)o1)N1CCOCC1 ?
CYP2C9 act: 0.1; CYP2C9 inhib: 88.8*; hDAT+cocaine: -0.284; CYP2C19 inh: 87.5*; CYP2C19 act: 0.1; Calb biofilm kill: 10.1

Results for O=c1c2ccccc2nc(-c2ccccc2)n1Cc1ccc(Cl)cc1 ?
CYP2C9 act: 0.2; CYP2C9 inhib: 81.8*; VCAM1 TNFa inh: -6.7; hDAT+cocaine: 1.04; CYP2C19 inh: 76.6*; CYP2C19 act: 0.2; IL1B cytotox: 16.8; HUVEC tox TNFa: -8.9

What do the screens show for `O=c1c2ccccc2ncn1-c1cccc(Cl)c1`?
VCAM1 TNFa inh: -19.6; hDAT+cocaine: 0.0487; Calb biofilm kill: 3.6; IL1B cytotox: -19.3; HUVEC tox TNFa: -12.5

Results for Cc1ccc(-c2nnn(CC(=O)N(c3ccccc3F)C(CC(C)C)C(=O)NCC3CCCO3)n2)cc1 (stereo unspecified) ?
CYP2C9 act: 0.5; CYP2C9 inhib: 45.2; VCAM1 TNFa inh: 6.2; hDAT+cocaine: 0.321; CYP2C19 inh: 23.9; CYP2C19 act: 0.8; IL1B cytotox: -28.6; HUVEC tox TNFa: -7.1

Results for CCN(CC)c1nc2ccccc2nc1-n1nc(C)cc1C ?
CYP2C9 act: 0.6; CYP2C9 inhib: 39.2; VCAM1 TNFa inh: 8.5; hDAT+cocaine: -0.45; CYP2C19 inh: 48.2; CYP2C19 act: 0.5; Calb biofilm kill: -4.3; IL1B cytotox: 19.0; HUVEC tox TNFa: 7.8

What do the screens show for `Cc1ccc(/C=N/n2cnc3sc(-c4ccccc4)cc3c2=O)o1`?
CYP2C9 act: 1; CYP2C9 inhib: 3.4; VCAM1 TNFa inh: 13.6; hDAT+cocaine: 0.498; CYP2C19 inh: 1.6; CYP2C19 act: 1; Calb biofilm kill: 5.1; IL1B cytotox: -3.2; HUVEC tox TNFa: 14.1

Results for CC1CCC(NC(=O)Cn2cc3c(n2)CCCC3)CC1 (stereo unspecified) ?
CYP2C9 act: 0.9; CYP2C9 inhib: 8.1; VCAM1 TNFa inh: 10.6; hDAT+cocaine: 0.177; CYP2C19 inh: 47.4; CYP2C19 act: 0.5; Calb biofilm kill: 9.9; IL1B cytotox: -9.0; HUVEC tox TNFa: -32.2

What do the screens show for `Cc1nn(-c2ccc(F)cc2)c2sc(C(=O)O)cc12`?
VCAM1 TNFa inh: 13.6; hDAT+cocaine: 0.81; Calb biofilm kill: 3.6; IL1B cytotox: -43.7; HUVEC tox TNFa: -2.0

How did CC1CC(=O)NN=C1c1ccc(NCCO)c([N+](=O)[O-])c1 (stereo unspecified) do in these assays?
CYP2C9 act: 1.1; CYP2C9 inhib: -12.3; VCAM1 TNFa inh: 39.7*; hDAT+cocaine: -2.61*; CYP2C19 inh: -2.2; CYP2C19 act: 1; IL1B cytotox: -27.4; HUVEC tox TNFa: 25.2

What do the screens show for `CCCC(=O)Nc1ccc(NC(=O)C2CC2)cn1`?
CYP2C9 act: 1; CYP2C9 inhib: -4.7; hDAT+cocaine: -0.678; CYP2C19 inh: 1.0; CYP2C19 act: 1; Calb biofilm kill: -4.7; IL1B cytotox: 13.0

What do the screens show for `CCNC(=S)N1CCC(c2nc3ccccc3s2)CC1`?
CYP2C9 act: 0.6; CYP2C9 inhib: 38.9; VCAM1 TNFa inh: -4.5; hDAT+cocaine: -0.289; CYP2C19 inh: 83.8*; CYP2C19 act: 0.2; IL1B cytotox: -50.6; HUVEC tox TNFa: -2.0

What do the screens show for `COc1ccc(C=O)cc1COc1c(F)c(F)cc(F)c1F`?
CYP2C9 act: 0.6; CYP2C9 inhib: 43.8; VCAM1 TNFa inh: 17.9; hDAT+cocaine: 0.592; CYP2C19 inh: 60.0*; CYP2C19 act: 0.4; IL1B cytotox: -4.1; HUVEC tox TNFa: -22.8

How did c1ccc(Cc2nn[nH]n2)cc1 do in these assays?
CYP2C9 act: 1; CYP2C9 inhib: -2.5; hDAT+cocaine: 0.284; CYP2C19 inh: -18.4; CYP2C19 act: 1.2

What do the screens show for `COc1ccc(-c2c(NC(C)=O)n(C)c3ccccc3c2=O)cc1`?
CYP2C9 act: 0.8; CYP2C9 inhib: 15.2; hDAT+cocaine: -0.692; CYP2C19 inh: 0.1; CYP2C19 act: 1; Calb biofilm kill: 9.4; IL1B cytotox: -52.7

What do the screens show for `CCOc1cc(C=O)ccc1OCCCN1C(=O)NC(C)(C)C1=O`?
CYP2C9 act: 0.7; CYP2C9 inhib: 31.4; VCAM1 TNFa inh: 0.5; hDAT+cocaine: 0.696; CYP2C19 inh: 68.5*; CYP2C19 act: 0.3; Calb biofilm kill: -2.3; IL1B cytotox: 5.8; HUVEC tox TNFa: -41.0

Results for Cc1scc(C(=O)N/N=C/c2ccc(OC(C)C)cc2)c1C ?
CYP2C9 act: 0.8; CYP2C9 inhib: 22.7; VCAM1 TNFa inh: 24.8; hDAT+cocaine: -0.0833; CYP2C19 inh: 34.5; CYP2C19 act: 0.7; IL1B cytotox: -16.1; HUVEC tox TNFa: -10.5

What do the screens show for `COc1cc(/C=C2/SC(=NCc3ccccc3)N(Cc3ccccc3)C2=O)ccc1O`?
CYP2C9 act: 0.5; CYP2C9 inhib: 49.8; VCAM1 TNFa inh: -25.7; hDAT+cocaine: -0.469; CYP2C19 inh: 4.7; CYP2C19 act: 1; IL1B cytotox: -4.4; HUVEC tox TNFa: -24.6

What do the screens show for `COc1ccc(C(=O)NC(=O)CSc2nnc(-c3ccco3)n2-c2ccccc2)cc1`?
CYP2C9 act: 1.1; CYP2C9 inhib: -13.3; VCAM1 TNFa inh: -0.1; CYP2C19 inh: -11.7; CYP2C19 act: 1.1; Calb biofilm kill: 4.1; IL1B cytotox: -30.5; HUVEC tox TNFa: -12.1

How did Cc1ccc(-c2noc(-c3cc4ccccc4oc3=O)n2)cc1 do in these assays?
CYP2C9 act: 0.6; CYP2C9 inhib: 42.7; VCAM1 TNFa inh: 1.1; hDAT+cocaine: 1.02; CYP2C19 inh: 18.9; CYP2C19 act: 0.8; IL1B cytotox: -4.8; HUVEC tox TNFa: -12.6

Results for Nc1ccc2c(c1)-c1ccccc1S(=O)(=O)N2 ?
CYP2C9 act: 0.6; CYP2C9 inhib: 39.7; VCAM1 TNFa inh: -22.2; hDAT+cocaine: -0.00437; CYP2C19 inh: 1.7; CYP2C19 act: 1; Calb biofilm kill: 8.7; IL1B cytotox: -7.8; HUVEC tox TNFa: -14.8

Results for Cc1nc2sc(C(c3cccs3)N3CCC4(CC3)OCCO4)c(O)n2n1 (stereo unspecified) ?
VCAM1 TNFa inh: -3.6; hDAT+cocaine: 0.0471; Calb biofilm kill: 6.3; IL1B cytotox: -1.5; HUVEC tox TNFa: -18.5

Assay outcomes: PubChem BioAssay, several laboratories
